TAAR1 antagonist: human TAAR1 antagonists, primary screen, Fluo-8 calcium fluorescence, CHO RD-HGA16 cells; 1.5% of 360,000 active; AID 624466, 2012; antagonist; inhibition, % at 3 µM; Trace amine-associated receptor 1 (Homo sapiens), Q96RJ0;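 active means inhibition above a per-plate cutoff, the mean inhibition of test compounds on that plate plus 3 SD, cut at about 49% in these data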;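 further: 0% = DMSO plus EC80 beta-PEA response and 100% = DMSO alone without agonist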
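Test system – hTAAR1-expressing CHO RD-HGA16 cells, Gα16-coupled · Reagent – β-PEA at EC80 concentration, post-compound challenge · Compound dosing – 3 µM, single point · Timing – 140 s kinetic read after compound, 140 s after agonist · Detection – Fluo-8 intracellular calcium dye fluorescence, real-time kinetic reads · Control set – DMSO and EC80 PEA controls · Repeats – n of 1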
CHO-K1 Ca PAM: nonselective calcium activators in parental CHO-K1 cells, primary screen, counter-screen for M1 PAM project, cell-based, Fluo-8 calcium fluorescence, full deck, 1536-well; ATP EC20; 0% at ATP EC20, 100% at ATP max; activation, % at 3 µM; 0.02% of 360,000 active; AID 602247, 2012;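 active means activation above the run cutoff, the mean activation of all test compounds plus 3 SD, cut at about 40% in these data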;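 further: peak over basal fluorescence ratio in a 140 s read after ATP addition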
M1 ag parental: counter-screen for M1 agonists: effect in parental CHO-K1 cells. Fluo-8 calcium fluorescence; scaled to maximal ATP response, vehicle zero. activation, % at 3 µM. 0.48% of 360,000 active. AID 602248, 2012; in the data active means activation above about 15%;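 further: untransfected CHO-K1 host cells lacking M1 receptor as counterscreen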
CHO parental Ca: ATP-evoked calcium signal inhibitors, parental CHO, primary screen, counter-screen for OX1R antagonist project, cell-based, fluorescence, Fluo-8 calcium dye; parental CHO-K1, ATP-induced calcium, Fluo-8 fluorescence; inhibition, % at 5.6 µM; 0.63% of 330,000 active; AID 463079, 2010;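 active means inhibition above that plate's mean sample inhibition plus 3 SD, cut at about 26% in these data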;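 further: 0% = ATP-challenged DMSO wells and 100% = DMSO wells without ATP; some compounds past the cut are filed as inactive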
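Test system: untransfected parental CHO cell line; also added: ATP stimulus; dosing: 5.6 µM, single dose; signal: calcium-sensitive Fluo-8 fluorescence; measure: percent inhibition of ATP-evoked calcium rise, normalized to controls; benchmarks: low control ATP plus DMSO, high control DMSO only; replication: one well per compound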
TAAR1 ag: human TAAR1 agonists, primary screen, Fluo-8 calcium fluorescence, CHO RD-HGA16 cells. Trace amine-associated receptor 1 (Homo sapiens), Q96RJ0. activation, % at 3 µM. vehicle wells 0%, saturating PEA agonist 100%. 0.99% of 360,000 active;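 active means activation above the mean activation of all test compounds in the run plus 3 SD, cut at about 38% in these data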
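Assay system – CHO-derived RD-HGA16 cells with stable Gα16 and human TAAR1 · Compound dosing – one-point dosing at 3 µM (nominal) · Incubation – 17-24 h seeding, 75 min 37 °C dye, 30 min RT · Measured by – kinetic Fluo-8 calcium fluorescence · Control set – DMSO vehicle as 0%, PEA at EC100 as 100% · Repeats – single well for each compound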
CHO-K1 Ca antag: nonselective inhibitor or artifact in parental CHO-K1 cells | ATP-induced calcium, Fluo-8 fluorescence | inhibition, % at 3 µM | 0.6% of 360,000 active | AID 602250;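 active means inhibition above a per-plate cutoff, the plate's mean sample inhibition plus 3 SD, cut at about 24% in these data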;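 further: 0% = DMSO plus EC80 ATP and 100% = DMSO alone without ATP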
V1aR counter: agonists of human V1a receptor, primary screen, counter-screen for OXTR agonist project, fluorescence, CHO-V1R cells; activation, % at 3 µM; Fluo-8 calcium fluorescence, agonist mode; 0% DMSO, 100% 3 nM vasopressin; 0.25% of 320,000 active; Vasopressin V1a receptor (Homo sapiens), P37288;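 active means activation above the mean activation of all tested compounds plus 3 SD, per screening run, cut at about 20% in these data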;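 further: signal is peak over basal fluorescence ratio across a 100 second FLIPR read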
Target sequence (P37288 whole entry, looked up): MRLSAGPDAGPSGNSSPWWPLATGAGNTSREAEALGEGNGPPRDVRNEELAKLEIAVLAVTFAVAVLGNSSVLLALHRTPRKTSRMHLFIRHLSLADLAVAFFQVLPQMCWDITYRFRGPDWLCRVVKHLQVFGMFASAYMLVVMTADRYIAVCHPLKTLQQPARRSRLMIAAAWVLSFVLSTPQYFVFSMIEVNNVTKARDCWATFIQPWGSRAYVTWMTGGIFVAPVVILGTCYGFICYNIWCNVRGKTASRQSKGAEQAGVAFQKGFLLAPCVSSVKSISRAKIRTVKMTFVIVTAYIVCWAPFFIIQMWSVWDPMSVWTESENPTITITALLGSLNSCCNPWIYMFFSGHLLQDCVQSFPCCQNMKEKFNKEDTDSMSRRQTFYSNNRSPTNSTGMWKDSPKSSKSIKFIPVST
OXTR potentiator: human OXTR potentiators, primary screen, fluorescence, CHO-OTR cells, Fluo-8 calcium; Oxytocin receptor (Homo sapiens), P30559; Fluo-8 calcium fluorescence, potentiator mode; 0% = oxytocin EC15, 100% = EC100; activation, % at 3 µM; 0.061% of 320,000 active;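 active means activation above that plate's cutoff, the mean activation of tested compounds plus 3 SD, cut at about 6.6% in these data, passing the limit was not always enough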;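 further: 100% uses oxytocin at 75 nM as the full agonist control; some results filed as inactive read as strong as hits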
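assay system = CHO-OTR cells, human receptor | schedule = compound 6 min at room temperature before oxytocin, 100 s read | detection = Fluo-8 intracellular calcium fluorescence, ex 470-495, em 515-575 nm | evaluation = normalized max/min fluorescence ratio, % activation | control set = EC15 oxytocin alone as 0%, 75 nM oxytocin (EC100) as 100%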
M1 ag: human M1 muscarinic receptor agonists, primary screen, Fluo-8 calcium fluorescence, CHO-K1 cells, HTS. CHO-K1 hM1, agonist mode; 0% DMSO, 100% acetylcholine EC100. 0.33% of 360,000 active. activation, % at 3 µM. Muscarinic acetylcholine receptor M1 (Homo sapiens), P11229;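 active means activation above the run's mean compound activation plus 3 SD, cut at about 16% in these data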;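 further: peak over basal fluorescence ratio within a 140 s kinetic read after compound addition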
Target sequence (P11229 whole entry, looked up): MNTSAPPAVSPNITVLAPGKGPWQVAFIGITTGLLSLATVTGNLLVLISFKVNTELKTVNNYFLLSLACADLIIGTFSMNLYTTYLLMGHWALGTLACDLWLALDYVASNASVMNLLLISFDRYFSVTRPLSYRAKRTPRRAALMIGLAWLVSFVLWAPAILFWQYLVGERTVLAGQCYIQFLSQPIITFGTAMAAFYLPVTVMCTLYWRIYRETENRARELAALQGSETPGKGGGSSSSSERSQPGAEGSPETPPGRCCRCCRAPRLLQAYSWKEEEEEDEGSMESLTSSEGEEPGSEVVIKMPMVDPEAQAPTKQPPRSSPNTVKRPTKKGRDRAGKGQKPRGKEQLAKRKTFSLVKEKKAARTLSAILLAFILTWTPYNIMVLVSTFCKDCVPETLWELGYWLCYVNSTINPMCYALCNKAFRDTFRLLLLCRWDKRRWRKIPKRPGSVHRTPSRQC
* marks the source's active call; other numbers are inactive results; · = no result given.

SMILES	TAAR1 antagonist	CHO-K1 Ca PAM	M1 ag parental	CHO parental Ca	TAAR1 ag	CHO-K1 Ca antag	V1aR counter	OXTR potentiator	M1 ag
CCOC(=O)c1ccc(S(=O)(=O)Nc2cc(S(=O)(=O)N3CCOCC3)ccc2O)cc1	-15.3	0.6	1.9	-6.0	3.1	-1.7	0.6	0.6	-2.7
S=C(Nc1ccc(Br)cc1)N1CCN(C2CCCCC2)CC1	0.0	20.9	0.2	-7.7	8.2	-1.1	0.0	-6.5	-5.8
Cc1cccc2cc(/C=N/NC(=O)c3ccccc3O)c(Cl)nc12	11.0	7.9	2.1	-19.0	7.8	-3.6	5.7	-11.3	-2.3
COc1ccc2cc([C@H](C)C(=O)N(C)Cc3ccccc3N3CCCC3)ccc2c1	-11.7	14.7	-0.5	-24.3	-2.8	-18.9	1.0	-12.8	-10.1
CN(c1ccccc1C(=O)Nc1ccc(F)c(Cl)c1)S(C)(=O)=O	-24.7	23.9	1.3	-5.7	1.9	-5.2	1.1	-0.6	-8.3
COc1ccc(Nc2c3c(nc4ccccc24)CCCC3)cc1OC	5.7	16.4	2.2	-10.7	5.6	-1.1	0.4	-11.0	-9.8
COc1ccc(/C=C/C(=O)OCC(=O)N2CCCCCC2)cc1OC	0.6	27.5	1.0	-21.8	3.7	-17.3	0.7	9.9	0.2
COc1ccc(CCNCc2ccc(OCC(=O)N3CCCCC3)c(OC)c2)cc1OC	-35.4	14.5	1.1	-15.4	8.7	-23.3	-0.1	2.4	-7.7
Nc1nc2c3ccccc3nc(C3CC3)n2n1	-19.1	-10.0	-0.2	-4.6	14.8	15.5	0.7	-3.1	-2.5
Cc1ccc(NC(=O)CCc2nc3ccccc3c(=O)[nH]2)cc1S(=O)(=O)N1CCOCC1	24.0	-15.7	0.0	-15.7	1.9	12.9	0.0	2.1	-0.6
COc1ccccc1C(=O)NCCC(=O)NCCc1ccccc1	-13.1	16.1	0.5	-9.0	1.3	-0.7	0.7	-9.4	-3.1
O=C(Nc1c(C(=O)N2CCCCC2)cnn1-c1ccccc1)c1ccco1	2.0	-7.1	0.8	-8.5	4.1	-0.5	0.1	-4.3	-2.1
CCN(CC)CCNC(=O)c1cc([N+](=O)[O-])c(N(C)C)cc1OC	-11.8	7.9	0.3	0.4	2.2	-7.0	-0.8	-9.9	-4.5
COc1ccc(-n2c(O)c(/C=C3\C=Nc4ccccc43)c(=O)[nH]c2=O)cc1	5.3	1.9	0.3	·	10.6	-1.4	·	·	-2.6
COc1ccccc1Cc1c(-c2cccc(Cl)c2)nc2ccc(C)cn12	-3.5	16.8	1.2	·	1.2	-15.4	·	·	-2.1
CCS(=O)(=O)N1CCC(N2CCN(c3ccccc3)CC2)CC1	-9.9	-9.8	0.2	-8.0	0.0	12.6	1.0	9.1	-6.8
CC1(C)Cc2nc3oc4c(=O)n(CC(=O)Nc5ccc(Cl)cc5)cnc4c3cc2CO1	-2.2	-18.8	-0.3	1.7	0.7	3.4	-1.1	-11.6	-1.8
COc1cc(C=C(C(C)=O)C(C)=O)ccc1O	10.5	-4.1	-0.2	-6.2	17.1	4.9	-0.1	-4.8	0.2
CC1(Cc2cccc(F)c2)C(=O)Nc2ccc(OC(F)(F)F)cc21 (stereo unspecified)	-32.3	-1.5	-0.4	·	-2.1	0.2	·	·	-6.6
O=C(Cn1nnc(-c2ccc3c(c2)OCO3)n1)N1CCOCC1	10.9	12.0	0.1	-2.6	3.0	-3.7	0.6	5.4	-0.9

Reformatted in markdown: entries from further up.
| smiles | TAAR1 antagonist | CHO-K1 Ca PAM | M1 ag parental | CHO parental Ca | TAAR1 ag | CHO-K1 Ca antag | V1aR counter | OXTR potentiator | M1 ag |
| --- | --- | --- | --- | --- | --- | --- | --- | --- | --- |
| S=C(Nc1ccc(Br)cc1)N1CCN(C2CCCCC2)CC1 | 0.0 | 20.9 | 0.2 | -7.7 | 8.2 | -1.1 | 0.0 | -6.5 | -5.8 |
| Cc1cccc2cc(/C=N/NC(=O)c3ccccc3O)c(Cl)nc12 | 11.0 | 7.9 | 2.1 | -19.0 | 7.8 | -3.6 | 5.7 | -11.3 | -2.3 |
| COc1ccc2cc([C@H](C)C(=O)N(C)Cc3ccccc3N3CCCC3)ccc2c1 | -11.7 | 14.7 | -0.5 | -24.3 | -2.8 | -18.9 | 1.0 | -12.8 | -10.1 |
| CN(c1ccccc1C(=O)Nc1ccc(F)c(Cl)c1)S(C)(=O)=O | -24.7 | 23.9 | 1.3 | -5.7 | 1.9 | -5.2 | 1.1 | -0.6 | -8.3 |

Other records.
SMILES	TAAR1 antagonist	CHO-K1 Ca PAM	M1 ag parental	CHO parental Ca	TAAR1 ag	CHO-K1 Ca antag	V1aR counter	OXTR potentiator	M1 ag
CCOC(=O)c1c(N)sc2c1CCC1C(=O)N(C3CCCCC3)C(=O)C21 (stereo unspecified)	-17.8	13.2	0.3	-11.6	-1.0	-5.8	0.5	-11.8	-0.7
C=CCn1c(CCCNC(=O)c2ccccc2OC)nc2ccccc21	·	-15.4	1.4	-12.8	·	6.8	-0.1	0.0	0.4
COc1ccc(-n2nc(C(=O)NCC(=O)NCc3ccco3)c3ccccc3c2=O)cc1Cl	33.2	15.0	3.1	-12.4	12.9	-5.0	-1.2	-5.7	-3.1
COC(=O)c1sc2nc(-c3ccco3)ccc2c1N	-5.4	12.1	0.0	-17.2	0.2	1.0	0.2	7.7	-3.8
O=C1NCCN1C(=O)c1cccc(Cl)c1	-1.3	17.7	1.2	-0.4	0.8	-7.5	0.3	-6.2	-5.2
N#CCc1ccc(NC(=O)c2ccc(S(=O)(=O)N3CCOCC3)cc2)cc1	-13.2	-4.5	3.0	-2.9	11.8	-2.6	2.1	-4.8	-2.8
Cc1ccc(S(=O)(=O)N/N=C/c2ccc(OCC(=O)N3CCOCC3)cc2)cc1	-1.6	-1.0	-0.1	-6.4	4.9	-3.6	0.5	-0.2	-6.8
COc1cc(-c2nnn(CC(=O)NCc3ccccc3)n2)cc(OC)c1OC	3.6	14.8	3.8	-10.0	12.1	-7.8	3.9	-7.2	-1.1
CC(=O)OC1CCC2(C)C(=CCC3C4CC(=O)N(O)C(=O)C4(C)CCC32)C1 (stereo unspecified)	7.7	4.6	0.3	·	10.3	-6.8	·	·	1.1
O=C(Cc1ncon1)Nc1ccc(F)c(F)c1F	-4.8	15.7	1.0	-16.3	3.2	-2.2	-0.3	-7.1	-1.7
O=C(NC(=S)Nc1cnc2ccccc2c1)c1ccccc1	-12.6	16.9	0.1	-21.8	1.4	-23.6	-0.8	-7.9	-0.5
Cc1ccc(CCNC(=O)C2CCCN2S(=O)(=O)c2ccc3c(c2)CCC(=O)N3)cc1 (stereo unspecified)	·	9.3	2.6	-15.3	·	-11.3	-0.6	-0.1	-2.2
COc1ccc(/C=C(/NC(=O)c2cccc([N+](=O)[O-])c2)C(=O)O)cc1	-8.4	19.7	2.1	5.0	2.9	-14.7	0.0	-6.5	-4.3
O=C(CSc1ccc(-c2ccc3c(c2)OCO3)nn1)Nc1nccs1	9.7	16.1	2.2	-9.3	2.2	-9.7	0.0	-2.5	-3.8
CCN1C(=O)N[C@@H](c2cccs2)C(C(=O)OC)=C1C	7.4	2.3	0.2	-19.9	4.6	3.5	0.2	0.8	-3.4
CCc1ccc(NC(=O)C(C)OC(=O)c2ccc(-n3cnnn3)cc2)cc1 (stereo unspecified)	-20.5	-4.0	0.2	-6.4	3.6	-1.4	0.8	-1.9	-7.2
Cc1ccc2c(NC(=O)c3ccc(Br)o3)cccc2n1	4.6	7.0	2.5	-10.4	1.1	-10.1	1.2	-8.5	-0.8
CCOc1ccc2[nH]c3c(N4CCN(c5ccccn5)CC4)ncnc3c2c1	24.3	-16.1	4.8	-9.2	10.4	-5.0	0.4	-1.0	-6.7
O=C(Nc1ccnn1C1CCN(Cc2cccc(OCCO)c2)CC1)C1CCCC1	-5.8	18.3	0.3	-4.3	0.4	-6.3	-0.6	-9.3	-6.8
COc1ccc(-c2sc(Nc3ccccc3)n[n+]2-c2ccc(F)cc2)c(OC)c1OC	-16.2	-8.6	-0.3	-27.4	27.6	-11.0	-0.1	-1.7	-6.3
O=C(NC1CCCC1)c1cccc(S(=O)(=O)N2CCOCC2)c1	-13.1	15.7	0.1	-12.6	7.9	-19.2	0.3	0.7	-2.1
CC1(C)Cc2ccccc2-c2nnc(-c3ccco3)n21	-4.8	2.7	0.6	-1.6	7.0	-2.1	-0.1	-1.9	-2.3
Cc1ccccc1NC(=O)NC1(C(=O)N2CCC(C(N)=O)CC2)CCCCC1	-3.9	-14.7	0.2	0.0	-2.7	13.2	-0.4	-3.4	-4.0
CCOC(=O)Cc1c[nH]c2ccc([N+](=O)[O-])cc12	6.0	14.2	0.4	·	0.5	-15.4	·	·	1.4
c1cc2cc(CNc3nc(NCC4CC4)nc4ccsc34)ccc2o1	23.5	8.6	5.7	·	11.6	3.1	·	·	-0.3
COc1nc(C)cc(C)c1S(=O)(=O)c1ccccc1	-4.4	23.4	0.2	-15.3	-1.4	-18.0	-0.5	0.2	-5.6
CCC(C)c1ccc(OCC(=O)Nc2ccc3c(c2)C(=O)NC3=O)cc1 (stereo unspecified)	25.1	14.4	2.1	11.5	4.4	2.9	5.2	-8.2	1.7
CCOc1ccc(C(c2c(NC(=O)c3ccccc3)sc(C)c2C)N2CCN(CCO)CC2)cc1 (stereo unspecified)	-0.1	23.4	3.7	-17.8	36.6	-8.1	0.1	-7.1	-8.1
CCOc1ccc2ccccc2c1/C=N/NC(=O)c1c(C)cc(C)[nH]c1=O	-63.8	8.2	0.5	-3.1	1.3	-14.2	-0.5	-12.6	-3.8
CCCn1c(N2CCN(Cc3cccc(C)c3)CC2)nc2c1c(=O)[nH]c(=O)n2C	-15.9	8.5	1.4	-18.6	0.0	-14.5	-1.2	-4.9	-11.3
O=C(c1cccc(F)c1)N1CCN(c2ccc([N+](=O)[O-])c(N3CCCCC3)c2)CC1	-15.8	13.5	0.4	-14.3	-0.7	-5.0	-2.0	-18.3	-2.3
O=C(Cc1cccc(NC(=O)C2CCCN(C(=O)CCc3ccccc3)C2)c1)Nc1cccc(C(=O)N2CCCC2)c1 (stereo unspecified)	10.4	23.6	-0.8	-15.3	-1.2	-0.4	0.5	-1.6	-7.5
